Epigenetic derep = regulators of epigenetic silencing causing reporter derepression in mouse cells; murine LDR cells, GFP reporter derepression, 30 h; Potency, µM (highest dose often 53.9 µM), inactives show at the top dose GFP activation, most hits filed as activators; actives 0.2% (n = 280,000); AID 1865; note: potency is the fitted concentration of half-maximal effect; % of control where 0% means no effect; nearly all actives have a fitted effect of over 60% in size
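Murine LDR cells bearing a silenced CMV-driven GFP reporter were exposed to compound for 30 h at 37 C. After PBS washes, GFP-positive cells (20-120 um objects) counted by laser-scanning microplate cytometry.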
CBFb-RUNX1 inh = blocks binding between human CBF-beta and RUNX1; AlphaScreen CBFb-His/RUNX1-biotin binding, biochemical; 230,000 tested, under 10 active; Potency, µM (doses to about 59.8 µM), for the others: at the top dose activity, negative = inhibition, most hits filed as inhibitors; AID 1477; note: % of control where 0% means no effect
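AlphaScreen binding: CBFb-His and RUNX1-biotin (30 nM each) preincubated 20 min, compound added for 15 min, then nickel and streptavidin beads for 90 min, all at room temperature. Disruption of the interaction by any mechanism counts as activity.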
NPSR antagonist = antagonists of human neuropeptide S receptor cAMP signaling; Q6W5P4; CHO-NPSR cells, cAMP TR-FRET, antagonist mode; Potency, µM (titrated, usually from 38.3 µM), for the others: at the top dose activity change, negative = inhibition, usual class: inhibitors; actives 1% (n = 220,000); AID 1461; note: potency is the fitted concentration of half-maximal effect; % is set by controls: 0 for no effect and ±100 for the full control effect; nearly all actives have a fitted effect of over 50% in size; many of its hits are not listed in these tables
Target sequence (Q6W5P4 whole entry, looked up): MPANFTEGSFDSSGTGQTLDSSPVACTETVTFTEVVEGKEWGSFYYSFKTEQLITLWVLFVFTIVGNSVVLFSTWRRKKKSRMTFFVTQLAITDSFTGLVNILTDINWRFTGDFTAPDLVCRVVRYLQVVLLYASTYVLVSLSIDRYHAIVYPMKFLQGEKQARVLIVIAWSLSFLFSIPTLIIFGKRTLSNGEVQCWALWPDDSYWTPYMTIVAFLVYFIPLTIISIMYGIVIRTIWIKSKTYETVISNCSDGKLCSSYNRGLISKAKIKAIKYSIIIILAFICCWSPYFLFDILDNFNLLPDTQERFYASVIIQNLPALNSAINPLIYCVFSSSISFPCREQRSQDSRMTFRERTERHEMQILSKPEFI
aGal spleen mod = alpha-galactosidase A (human) modulation. AID 2107. human spleen homogenate, 4MU-alpha-Gal fluorescence, 40 min. P06280. Potency, µM (titrated, usually from 80 µM), inactives show at the top dose activity change, negative = inhibition, usual class: inhibitors. actives 0.008% (n = 240,000);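 note: potency is the fitted concentration of half-maximal effect; 0% = enzyme with vehicle and -100% = no enzyme basal signal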
Target sequence (P06280 32-429 limits assumed): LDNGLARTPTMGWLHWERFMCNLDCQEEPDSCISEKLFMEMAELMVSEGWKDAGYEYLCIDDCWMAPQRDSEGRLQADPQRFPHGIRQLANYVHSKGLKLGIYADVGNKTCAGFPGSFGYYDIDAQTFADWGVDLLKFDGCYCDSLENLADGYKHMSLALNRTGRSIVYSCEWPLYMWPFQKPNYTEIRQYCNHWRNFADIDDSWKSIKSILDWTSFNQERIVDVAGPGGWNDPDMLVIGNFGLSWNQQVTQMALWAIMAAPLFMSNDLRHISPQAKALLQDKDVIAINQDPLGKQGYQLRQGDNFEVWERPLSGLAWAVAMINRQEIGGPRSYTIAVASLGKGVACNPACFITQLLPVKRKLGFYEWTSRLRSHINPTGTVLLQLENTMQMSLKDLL
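qHTS titration in buffer at pH 5.0. Alpha-galactosidase activity in spleen homogenate was measured via 4-methylumbelliferone release from 1 mM fluorogenic substrate after 40 min at 37C and a pH 10 stop. AC50 came from Hill fits of control-normalized data.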
TexasRed fluor = alters Texas Red total fluorescence, flagging assay interference. TRb/SRC2 Texas Red total fluorescence interference. Potency, µM (top dose mostly 106 µM), inactives show at the highest dose fluorescence change, negative = quenching. actives 0.29% (n = 280,000); active = well fitted curve in either direction with a large enough effect; inconclusive = small, poorly fitted or top-dose-only effect; note: potency is the fitted concentration of half-maximal effect; % is set by controls: 0 for no effect and ±100 for the full control effect
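Human TRβ ligand-binding domain (0.6 uM) and Texas Red SRC2 peptide (20 nM) in Tris buffer with 1 uM T3 and 5% DMSO were incubated with pinned compound for 5 hr at ambient temperature. Total fluorescence was computed as S + 2P (555/632 nm).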
TRb SRC2 PPI = inhibitors of human thyroid hormone receptor beta-SRC2 interaction. TRbeta-SRC2 peptide binding, fluorescence polarization; receptor liganded with 1 µM T3. P10828. Potency, µM (doses to about 106 µM), for inactives: at the highest dose activity change, negative = inhibition, usual class: inhibitors. actives 0.065% (n = 280,000);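 note: potency is the fitted concentration of half-maximal effect; plate controls were bound peptide for no effect and peptide without receptor for full effect; nearly all actives have a fitted effect of over 50% in size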
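Binding of a 20-amino-acid Texas Red SRC2 peptide (20 nM) to TRb ligand-binding domain (0.6 uM) with agonist T3 at 1 uM was followed by fluorescence polarization after a 5 hr room-temperature incubation.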
Tau FP inhib = inhibitors of human tau fibril formation; P10636; K18 P301L tau heparin fibrillization, Alexa594 FP, 6 h; Potency, µM (series often up to 57.7 µM), for the others: at the top dose activity, negative = inhibition, hits mostly inhibitors; actives 0.39% (n = 280,000); note: potency is the fitted concentration of half-maximal effect; % is set by controls: 0 for no effect and ±100 for the full control effect; nearly all actives have a fitted effect of over 55% in size
Target sequence (P10636 561-689 P618L limits assumed): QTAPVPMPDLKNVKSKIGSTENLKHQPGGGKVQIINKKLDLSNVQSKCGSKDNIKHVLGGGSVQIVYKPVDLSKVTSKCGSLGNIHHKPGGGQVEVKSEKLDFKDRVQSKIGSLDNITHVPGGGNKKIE
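Quantitative HTS format: compounds meet 15 uM recombinant K18 P301L tau and Alexa 594-tau tracer in 100 mM sodium acetate pH 7; 20 uM heparin triggers fibrillization at 37 C over 6 hr; FP gives the signal.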
Tau fluor counter = counter-screen for tau fibril formation inhibitors; actives 0.93% (n = 280,000); tau K18 P301L (four-repeat tau fragment) Alexa594 fluorescence, heparin fibrillization; AID 1463; Potency, µM (highest dose often 57.7 µM), for the others: top-dose activity change, negative = decrease; note: potency is the fitted concentration of half-maximal effect; % is set by controls: 0 for no effect and ±100 for the full control effect; nearly all actives have a fitted effect of over 55% in size
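Human K18 P301L tau (15 uM unlabeled plus 0.24 uM Alexa 594-labeled, final) in 100 mM sodium acetate pH 7 was mixed with compound and 20 uM heparin and incubated 6 hr at 37 C.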
* hit, by the source's call; ? = inconclusive; / = no result given; [ ] = dose if it differs, or a comment. Unless noted, calls come from the whole dose curve; as a rule, active = well fitted curve in the direction sought with a large enough effect; inconclusive = small, poorly fitted or top-dose-only effect, or another doubt; inactive = no such curve, though single readings can be large; an effect the other way counts as inactive or inconclusive. The list is partial, so the mix of outcomes need not match the whole.

SMILES	Epigenetic derep	CBFb-RUNX1 inh	NPSR antagonist	aGal spleen mod	TexasRed fluor	TRb SRC2 PPI	Tau FP inhib	Tau fluor counter
COc1ccc(CCNc2nc(SCc3ccc(Cl)cc3)nc3ccccc23)cc1OC	-0.5%	/	/	/	-2%	2%	-11%	-18%
Cc1ccc(C(=O)Nc2ccc(S(=O)(=O)N3CCN(C)CC3)cc2)cc1	-6.2%	11%	4%[46.1 µM]	-1%	-3%	-1%	-8%	-3%
CCOc1ccc(-n2nc3c(=O)[nH]nc(C)c3c2C)cc1	-1.3%	8%	10%	5%	-1%[53 µM]	-7%[53 µM]	-3%	3%
Cc1[nH]c2ccccc2c1N=Nc1ccccc1F	1.1%	-21%	-43%	-17%	0%	-1%	?	13µM*[quencher]
COCCCN(C(=S)Nc1ccc(OC)cc1)C(C)c1ccncc1 (stereo not given)	-1.8%	1%	-12%	-2%	1%	4%	8%	3%
O=C1CCC(C(=O)N(c2ccccc2)C2(C(=O)NC3CCCCC3)CCCCC2)N1 (stereo not given)	0.0%	1%	-13%[46.1 µM]	-1%	2%	6%	-14%	-9%
CCCn1c(CCC(=O)O)ccc1-c1ccccc1	1.5%	1%	1%	13%	0%	12%	0%	-8%
COc1ccc(CCNC(=S)Nc2cc(C)ccc2C)cc1	3.7%	-12%	-14%[46.1 µM]	7%	-1%	-3%	0%	-4%
Cn1cc(NC(=O)Nc2ccc(C(F)(F)F)cc2)c(C(F)(F)F)n1	-1.2%	5%	26%	-2%	5%	1%	-14%	-30%
COc1cccc(C(=O)CN(C(=O)c2ccc(Cl)c(Cl)c2)N2C(=O)C3CCCCC3C2=O)c1 (stereo not given)	1.3%	5%	-28%[46.1 µM]	3%	0%	4%	-3%	-21%
O=C(OCc1ccc2c(c1)OCO2)c1ccc(S(=O)(=O)N2CCCC2)cc1	0.0%	24%	-22%[46.1 µM]	0%	-4%	-2%	4%	-19%
CC(C)c1nnc(NC(=O)Cc2ccc(Br)cc2)s1	-6.4%	-8%	1%	3%	-2%	-3%	-1%	0%
NC(=O)NOCc1cccc(Cl)c1	-0.7%[10.1 µM]	3%	10%	1%	-1%	-4%	10%	9%
C=C(C)c1ccccc1	/	9%[21.7 µM]	/	-3%	2%	-5%	/	/
COc1ccc(NC(=O)C2CCCN(S(=O)(=O)c3c(C)[nH]c(=O)[nH]c3=O)C2)c(OC)c1 (stereo not given)	-0.9%	/	/	/	1%	2%	-2%	-6%
COc1ccc(NC(=S)NC(NC(=O)c2cccc(Cl)c2)C(Cl)(Cl)Cl)c([N+](=O)[O-])c1 (stereo not given)	0.2%	-13%	10µM*	-1%	-5%	-5%	12%	?
CCOC(=O)c1cccc(NC(=O)c2ccc3nc(Cc4ccccc4)oc3c2)c1	-0.9%	/	/	/	0%	9%	?	?
N#Cc1cn(CCOc2ccc(F)cc2)c2ccccc12	-1.0%	16%	-8%	1%	0%	-3%	-6%	-28%
C#CCOCCOCCOCCNc1nc(N2CCN(C(=O)[C@H]([C@@H](C)CC)n3cc([C@@H](N)Cc4ccc(O)cc4)nn3)CC2)nc(N2CCN(C(=O)[C@H](CCCCN)n3cc([C@@H](N)CC(C)C)nn3)CC2)n1	2.3%	12%	-37%	10%	-1%	-11%	5%	-9%
COCCNC(=O)CSc1nc2cc(OC)c(OC)cc2c(=O)n1Cc1ccco1	2.9%	-2%	-9%[46.1 µM]	-3%	-2%	-8%	5%	0%

Ordered by SMILES length (largest number first): 7 of the compounds above
SMILES	Epigenetic derep	CBFb-RUNX1 inh	NPSR antagonist	aGal spleen mod	TexasRed fluor	TRb SRC2 PPI	Tau FP inhib	Tau fluor counter
C#CCOCCOCCOCCNc1nc(N2CCN(C(=O)[C@H]([C@@H](C)CC)n3cc([C@@H](N)Cc4ccc(O)cc4)nn3)CC2)nc(N2CCN(C(=O)[C@H](CCCCN)n3cc([C@@H](N)CC(C)C)nn3)CC2)n1	2.3%	12%	-37%	10%	-1%	-11%	5%	-9%
COc1ccc(NC(=O)C2CCCN(S(=O)(=O)c3c(C)[nH]c(=O)[nH]c3=O)C2)c(OC)c1 (stereo not given)	-0.9%	/	/	/	1%	2%	-2%	-6%
CCOC(=O)c1cccc(NC(=O)c2ccc3nc(Cc4ccccc4)oc3c2)c1	-0.9%	/	/	/	0%	9%	?	?
COCCNC(=O)CSc1nc2cc(OC)c(OC)cc2c(=O)n1Cc1ccco1	2.9%	-2%	-9%[46.1 µM]	-3%	-2%	-8%	5%	0%
CC(C)c1nnc(NC(=O)Cc2ccc(Br)cc2)s1	-6.4%	-8%	1%	3%	-2%	-3%	-1%	0%
N#Cc1cn(CCOc2ccc(F)cc2)c2ccccc12	-1.0%	16%	-8%	1%	0%	-3%	-6%	-28%
C=C(C)c1ccccc1	/	9%[21.7 µM]	/	-3%	2%	-5%	/	/

Further results
SMILES	Epigenetic derep	CBFb-RUNX1 inh	NPSR antagonist	aGal spleen mod	TexasRed fluor	TRb SRC2 PPI	Tau FP inhib	Tau fluor counter
CCn1cc(CNC(=O)c2cc(COc3ccc(F)cc3Cl)on2)cn1	0.0%	3%	17%	1%	2%	-2%	-26%	-22%
Cc1ccc(N(CC(=O)NCCc2ccc(Cl)cc2)S(=O)(=O)N(C)C)cc1	-1.2%	/	/	/	0%	-6%	4%	-23%
O=C(NN(C(=O)C1CC1)c1nc2ccccc2s1)C1CC1	13%	4%	18%	-2%	0%	-1%	5%	11%
CC(C)N1CC=C2C(C#N)=C(N)C(C#N)(C#N)[C@H](c3ccoc3)[C@H]2C1	-1.1%	-11%	-11%[46.1 µM]	14%	11%	-29%	?	-25%
C/C(CC(=O)Nc1cccc(Cl)c1Cl)=N\NC(=O)c1ccccc1C	2.1%	/	28%	-1%	-9%	-7%	-44%	-35%
CCCOC(=O)c1cccc(NC(=O)COc2ccc([N+](=O)[O-])cc2)c1	3.0%	-13%	-27%	-2%	-2%	7%	?	-22%
COc1ccc(CN(C(=O)/C=C/c2ccco2)C2CCS(=O)(=O)C2)cc1 (stereo not given)	2.1%	?	0%	-5%	1%	-4%	?	-20%
CCOC(=O)c1ccc(N2C(=O)c3n[nH]c(-c4cccs4)c3C2c2cccc(O)c2)cc1 (stereo not given)	-2.0%	/	/	/	0%	7%	?	?
CCCN(CCC)CCNc1c(N2CCN(C(=O)OCC)CC2)c(=O)c1=O	-4.4%	0%	-6%[46.1 µM]	11%	-2%	-4%	-2%	-15%
O=C(O)c1cccc(NS(=O)(=O)c2ccc(C3CCCCC3)cc2)c1	-1.1%	-1%	10%	3%	-4%	-1%	2%	10%
CCN(CC)NC(=O)Nc1ccccc1	0.0%	1%	7%	-6%	2%	3%	6%	2%[2.34 µM]
Cc1cccc2cc(C#N)c(SCC(=O)NNC(=O)Cc3ccccc3)nc12	-1.3%	-1%	-8%[46.1 µM]	12%	-4%	-1%	-15%	-19%
O=C1Nc2cc(S(=O)(=O)N3CCCC3)ccc2N2CCCC12 (stereo not given)	-0.1%	-1%	-16%[46.1 µM]	5%	1%	3%	3%	2%
C1CCN(c2nc(N3CCCC3)nc(N3CCNCC3)n2)C1	0.6%	1%	-2%[46.1 µM]	5%	0%	0%	3%	-1%
Fc1cccc(/C=N\N=C/c2cccc(F)c2)c1	0.3%	21%[21.7 µM]	/	-12%	-1%	-3%	-8%	-14%
CCOc1cc(-c2cc(-c3ccc(C)cc3)nc(N)c2C#N)ccc1O	4.2%	3%	?	1%	-2%	5%	-15%	?
C/C(=N\NC(=O)c1ccc(CSc2nc(C)cc(C)n2)cc1)C1CCCCC1	0.0%	-7%	3%	-10%	-1%	0%	-1%	2%
Cc1ccc([N+](=O)[O-])cc1NC(=O)Cc1cccs1	1.1%	2%	2%	-13%	-6%	7%	-10%	-21%
CC1CCN(S(=O)(=O)c2ccc3nc(NCc4ccc(F)cc4)ccc3c2)CC1	-3.4%	/	/	/	0%	-1%	?	?
C#CCn1cnc2c(cnn2-c2ccc(C)c(C)c2)c1=O	-1.9%	-1%	-11%[46.1 µM]	2%	-1%	-6%	4%	3%
O=C(O)C(Cc1cc2ccccc2[nH]1)N1C(=O)C2CC=C(Cl)CC2C1=O (stereo not given)	0.0%	-2%	0%[46.1 µM]	-2%	-1%	0%	-3%	1%
O=C(COC(=O)C1CC1)Nc1ccc2[nH]c(=O)[nH]c2c1	-1.2%	29%	6%	6%	0%	-2%	-4%	-7%
CNc1oc(-c2ccc(OCc3ccccc3)cc2)nc1C#N	2.1%	-4%	-18%[46.1 µM]	-18%	5%	6%	?	?
CCOC(=O)C1CCCN(C(=O)c2ccc3c(c2)NC(=O)C(N2CCOCC2)S3)C1 (stereo not given)	-0.9%	-3%	-10%[46.1 µM]	14%	1%[53 µM]	-27%[53 µM]	-5%	-2%
Nc1nc(N2CCOCC2)n[nH]1	1.3%	10%	10%	-6%	1%	1%	7%	4%
CCC(C)(C)NC(=O)COc1ccc(C(=O)c2ccccc2)cc1	-1.4%	2%	-11%	7%	-2%	4%	0%	-8%
COc1ccccc1NC(=O)Cc1noc(CSc2nnc(C(F)(F)F)n2C)n1	-5.3%	29%	-1%	-2%	0%	-5%	1%	1%
COc1ccc(C(CNC(=O)c2ccc(-n3cnnn3)cc2)N2CCOCC2)cc1 (stereo not given)	0.8%	5%	-3%[46.1 µM]	8%	-4%	6%	4%	-5%
COc1cc2cc(CN(CCCN3CCOCC3)C(=O)Nc3ccccc3F)c(=O)[nH]c2cc1OC	0.1%	2%	-8%	-2%	-5%	-1%	-6%	-12%
